High-throughput results (PubChem)
ELG1 genotoxic – qHTS screen for small molecules that induce genotoxicity in human embryonic kidney (HEK293T) cells expressing luciferase-tagged ELG1; Potency, µM (highest dose often 46 µM), without a hit: top-dose activity change, positive = activation, most hits filed as activators; 330,000 tested, 1.3% active; HEK293T ELG1-luciferase reporter, luminescence, 16 h; also: potency is read from the fitted curve at half-maximal effect; % of control where 0% means no effect; nearly all actives have a fitted effect of over 60% in size
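DMSO vehicle served as control against compound-treated ELG1-luciferase HEK293T cells; exposure lasted 16 hr at 37 °C and 5% CO2, followed by ONE-Glo luminescence detection after 30 min.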
B2AR arrestin – qHTS assay of beta-arrestin-biased ligands of beta2-adrenergic receptor; AID 492947, 2010; 330,000 tested, 0.02% active; Potency, µM (series often up to 46.1 µM), for inactives: at the top dose activation, most hits filed as activators; Beta-2 adrenergic receptor (Homo sapiens), P07550; beta-arrestin recruitment to beta2AR, cell-based reporter;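 also: potency is read from the fitted curve at half-maximal effect; 0% = DMSO controls and full agonism = EC100 isoproterenol or metaproterenol; nearly all actives have a fitted effect of over 65% in size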
S-ASM inh – Inhibitors of Secretory Acid Sphingomyelinase (S-ASM): qHTS | Sphingomyelin phosphodiesterase (Homo sapiens), P17405 | placental ASM, HMU-PC fluorogenic substrate, 60 min | Potency, µM (highest dose often 57.5 µM), inactives show top-dose activity change, negative = inhibition, actives largely listed as inhibitors | 340,000 tested, 0.006% active | AID 504937, 2011; also: potency is read from the fitted curve at half-maximal effect
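qHTS format. ASM enzyme prepared from human placenta hydrolyses the fluorogenic substrate HMU-PC0 (9 uM final) over 60 min at 37 °C after a 10 min compound preincubation.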
p53 reactivation – qHTS assay for re-activators of p53 using a Luc reporter. H1299 p53-A138V BP100-luciferase reporter, luminescence, 24 h. Potency, µM (titrated, usually from 92.2 µM), inactives show at the highest dose activity change, positive = activation, usual class: activators. 320,000 tested, 0.063% active; also: potency is read from the fitted curve at half-maximal effect; % of control where 0% means no effect; nearly all actives have a fitted effect of over 45% in size
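p53-null H1299 cells stably carrying temperature-sensitive p53-A138V and a BP100-luciferase reporter were pinned with compounds (4-point, 1:5 series) and held 24 hrs at 37 deg C. Luminescence was read 10 min after detection reagent.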
BRCA1 expr act – qHTS Assay to Identify Small Molecule Activators of BRCA1 Expression | MCF7-BRCA1-FFLuc reporter, luminescence, 48 h; response scale: scaled: vehicle 0%, 10 µM genistein 100% | Potency, µM (top dose mostly 46.1 µM), inactives show top-dose activation, hits mostly activators | 380,000 tested, 1.1% active; also: potency is read from the fitted curve at half-maximal effect; nearly all actives have a fitted effect of over 80% in size; some results filed as inactive show a strong effect at the top dose
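Luminescence from a BRCA1-driven firefly luciferase in MCF7 cells was the read-out, taken 15 min after substrate addition following 48 h compound exposure at 37 °C. Data were normalized to a 10 microM genistein control and DMSO vehicle.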
TRPV1 ag – HTS Assay for Compounds that Act as Agonists of the Vanilloid Receptor 1; 320,000 tested, 0.19% active; TRPV1-expressing cells, Fluo-8 calcium influx, agonist mode; activation, % at 8.33 µM; in the data active = activation above about 80%; inconclusive = between about 30% and that limit; also: 0% is about no effect
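Fluo-8 calcium influx in TRPV1-expressing cells, kinetic read (ex 480/em 520 nm). Compound added and read 3 min for agonist activity, followed by capsaicin at EC20 final and 2 min further read for enhancement.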
Eya2 phos inh – qHTS Assay for Inhibitors of the Phosphatase Activity of Eya2 | Protein phosphatase EYA2 (Homo sapiens), O00167 | recombinant Eya2, OMFP fluorescence dephosphorylation (OMFP is methylfluorescein phosphate) | Potency, µM (series often up to 76.9 µM), for inactives: at the highest dose activity, negative = inhibition, most hits filed as inhibitors | 330,000 tested, 0.006% active | AID 488837, 2010; also: potency is read from the fitted curve at half-maximal effect; % is scaled to controls: 0 for no effect and ±100 for the full control effect
Target sequence (O00167 whole entry, looked up): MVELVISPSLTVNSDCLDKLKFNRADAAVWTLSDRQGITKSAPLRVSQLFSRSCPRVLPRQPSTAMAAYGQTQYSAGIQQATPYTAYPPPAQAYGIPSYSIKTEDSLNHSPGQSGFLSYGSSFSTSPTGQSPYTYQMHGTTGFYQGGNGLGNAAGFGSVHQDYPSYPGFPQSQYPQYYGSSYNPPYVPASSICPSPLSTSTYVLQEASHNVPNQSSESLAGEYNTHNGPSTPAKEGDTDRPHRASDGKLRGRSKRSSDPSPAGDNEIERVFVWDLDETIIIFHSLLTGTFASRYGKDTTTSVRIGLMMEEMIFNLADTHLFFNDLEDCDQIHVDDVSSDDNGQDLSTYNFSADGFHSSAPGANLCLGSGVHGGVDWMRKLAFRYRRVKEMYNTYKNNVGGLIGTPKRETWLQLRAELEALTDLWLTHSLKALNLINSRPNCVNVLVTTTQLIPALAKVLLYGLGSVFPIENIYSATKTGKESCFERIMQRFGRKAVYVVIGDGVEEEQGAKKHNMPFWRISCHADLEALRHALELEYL
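Eya2 (0.2 uM) preincubated 10 min at ambient with compound, then OMFP substrate added at 50 uM; 10 min reaction in 50 mM HEPES pH 7.5, 50 mM NaCl, 5 uM MgCl2, 0.05% BSA, 1 mM DTT. Fluorescence read at Ex 485/Em 525 nm.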
uPA surface inh – qHTS for Inhibitors of Cell Surface uPA Generation; 330,000 tested, 0.31% active; Potency, µM (titrated, usually from 38.3 µM), inactives show at the highest dose activity change, negative = inhibition, usual class: inhibitors; cell surface uPA generation assay, qHTS; active = well fitted inhibition curve with a large enough effect; inconclusive = small, poorly fitted or top-dose-only effect; inactive = no such curve, though single readings can be large or run the other way; tested in mouse RAW 264.7 cells; also: potency is read from the fitted curve at half-maximal effect; % is scaled to controls: 0 for no effect and ±100 for the full control effect; nearly all actives have a fitted effect of over 55% in size
PTAP TSG101 blk – qHTS Assay for Iinhibitors of HIV-1 Budding by Blocking the Interaction of PTAP/TSG101; Tumor susceptibility gene 101 protein (Homo sapiens), Q99816; Fluorescence polarization, FITC-PTAP peptide / Tsg101 binding; Potency, µM (series often up to 115 µM), for the others: at the highest dose activity change, negative = inhibition, hits mostly inhibitors; 340,000 tested, under 10 active; active = well fitted inhibition curve with a large enough effect in the main read-out, with a control signal flat, not every such curve was filed as active; inconclusive = small, poorly fitted or top-dose-only effect, or effect the other way, or a change in a side signal; inactive = no such curve, though single readings can be large or run the other way; also: potency is read from the fitted curve at half-maximal effect; % of control where 0% means no effect
Target sequence (Q99816 whole entry, looked up): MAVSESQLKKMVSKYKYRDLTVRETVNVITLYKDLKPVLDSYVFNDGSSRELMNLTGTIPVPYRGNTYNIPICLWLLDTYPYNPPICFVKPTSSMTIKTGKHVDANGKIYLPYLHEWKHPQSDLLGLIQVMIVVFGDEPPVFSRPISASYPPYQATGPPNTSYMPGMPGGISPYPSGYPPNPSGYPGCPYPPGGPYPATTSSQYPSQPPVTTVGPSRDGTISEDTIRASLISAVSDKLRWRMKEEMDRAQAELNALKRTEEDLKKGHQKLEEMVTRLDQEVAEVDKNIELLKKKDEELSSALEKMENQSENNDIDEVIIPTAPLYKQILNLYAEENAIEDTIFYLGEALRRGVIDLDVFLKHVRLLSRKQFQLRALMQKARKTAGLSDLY
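Steps: Tsg101 binding domain dispensed (10 uM final), compounds pinned in DMSO, FITC-labeled PTAP-motif peptide added (50 nM final); after 20 min binding at room temperature, polarization measured.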
USP2a block – qHTS Assay for Inhibitors of Ubiquitin-specific Protease USP2a Using CHOP2 as the Reporter; Ubiquitin carboxyl-terminal hydrolase 2 (Homo sapiens), O75604; USP2 core, Ub-CHOP2 coupled fluorogenic reporter, 485/531; Potency, µM (highest dose often 38.3 µM), without a hit: top-dose activity change, negative = inhibition, most hits filed as inhibitors; 330,000 tested, 0.01% active; AID 463254, 2010;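 also: potency is read from the fitted curve at half-maximal effect; plate controls were DMSO wells for no effect and full inhibition by NEM control for full effect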
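Cell-free coupled assay: 10nM USP2 core preincubated 30min RT with compound in Tris-HCl pH 8.0/CaCl2/CHAPS buffer, then 25nM Ub-CHOP2 and 25nM reporter substrate; fluorescence (Ex 485/Em 531) read after 60min RT, normalized to NEM inhibition, concentration-response curves fitted.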
Integrin act MD – qHTS for Activators of Integrin-Mediated Alleviation for Muscular Dystrophy; alpha7betagal myoblasts, beta-gal FDG fluorescence, 48 h; Potency, µM (doses to about 38.3 µM), without a hit: at the highest dose activation, usual class: activators; 350,000 tested, 0.064% active; AID 624291, 2012;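 also: potency is read from the fitted curve at half-maximal effect; 100% = response of the positive control SU9516; nearly all actives have a fitted effect of over 60% in size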
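alpha7betagal+/- myoblasts (passage 13, 250/well) treated 48 h at 37C with compounds at 1:260 dilution of DMSO stock. Lysed, then beta-galactosidase activity read as FDG fluorescence (ex 480/em 540) after 30 min, with pre-read for autofluorescence.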
The depositor's hits bear a star; ? = inconclusive; . = no result given; [ ] = remark or other dose. Unless noted, calls follow the shape of the dose curve; as a rule, active = well fitted curve in the direction sought with a large enough effect; inconclusive = small, poorly fitted or top-dose-only effect, or another doubt; inactive = no such curve, though single readings can be large; an effect the other way counts as inactive or inconclusive.

Structure | uPA surface inh | BRCA1 expr act | Integrin act MD | USP2a block | B2AR arrestin | PTAP TSG101 blk | ELG1 genotoxic | TRPV1 ag | Eya2 phos inh | S-ASM inh | p53 reactivation
Cc1ccc(N2C(=O)C3C4CCC(O4)C3C2=O)c(OC(F)F)c1 (configuration not stated) | 3% | 8% | 1% | 0% | 0.1% | -1% | -1% | 1 | 1% | -1% | -5%
COc1ccc(C(=O)NC(C)c2csc(C)n2)cc1OC1CCN(C(C)=O)CC1 (configuration not stated) | -15% | -2% | -14% | 0% | 0.1% | 0% | 1% | -2 | -10% | 3% | -4%
COC(=O)c1cc(NS(=O)(=O)c2ccc(NC(C)=O)cc2)cc(C(=O)OC)c1 | -9% | 11% | 9% | 0% | 0.3% | -1% | 3% | -1 | 3% | 18% | -3%
Cc1c(C(=O)Nc2cccnc2Cl)oc2ccccc12 | -2% | ? | 7% | -3% | 0.1% | -4% | ? | -6 | 8% | -20% | ?
COc1ccccc1C(=O)NNC(=O)CCCN1C(=O)/C(=C/c2cccs2)SC1=S | -4% | -49% | -33% | 1% | 0.3% | 16% | 15% | -7 | 6% | 0% | 12%
O=C1CSC(=S)N1N=Cc1ccccc1O | 3% | -15% | ? | . | . | 0% | . | . | . | 6% | .
CN(CC(=O)Nc1cccc(F)c1)C(=O)c1cn(-c2ccccc2)nc1-c1ccc(F)cc1 | 9% | -25% | -22% | -1% | 0.4% | 0% | -4% | 16 | -16% | -21% | -4%
Cc1cc2ccccc2n1CCNC(=O)Cc1cccc2ccccc12 | 5% | -3% | -1% | 0% | 0.4% | 0% | ? | 3 | 17% | -6% | -4%
O=c1c2[nH]c3ccc(F)cc3c2ncn1CCCN1CCOCC1 | -4% | 21% | 3% | -6% | -0.3% | -6% | -2% | 0 | -12% | 4% | -5%
Cc1cc(C)n2nc(CC#N)c(C#N)c2n1 | 2% | -17% | 17% | 5% | -0.2% | -2% | 16% | -5 | -12% | 1% | -4%
CC(=O)c1c(C)[nH]c(C(=O)OCn2nnc3ccccc3c2=O)c1C | 3% | -17% | 21% | 2% | 0.0% | -3% | -9% | -1 | -4% | -1% | 16%
CN(C)c1ccc2c(c1)Sc1cc(N(C)C)ccc1N2C(=O)c1ccccc1 | 10% | -48% | 5% | -2% | -0.2% | -1% | 0% | ? | -10% | -7% | 3%
CCOc1ccc(-c2[nH]ncc2-c2csc(C)n2)c(O)c1 | -6% | -12% | -13% | 3% | -0.5% | 0% | 0% | 1 | -4% | -2% | -12%
O=C(c1ccc(OC2CCN(Cc3ccc(C(F)(F)F)cc3)CC2)cc1)N1CCCCC1 | 0% | -2% | 13% | -4% | 0.4% | -7% | 7% | 18 | -4% | -3% | 1%
CCOc1ccc(S(=O)(=O)N(CC)CC(=O)NCc2cccnc2)cc1 | 6% | -9% | 12% | 3% | 1.2% | -2% | -3% | 6 | -9% | 1% | -1%
COc1ccc(-c2nnc(SCC(=O)NC3CC3)o2)cc1 | -3% | 2% | 0% | 2% | 0.3% | 0% | 9% | 3 | 22% | 0% | 21%
c1ccc(CN2CCN(CCN3CCn4c3nc3ccccc34)CC2)cc1 | 0% | -13% | 0% | -1% | -0.9% | -4% | -1% | -2 | 6% | -2% | -1%
CC(=O)NCCc1ccc(C(=O)COC(=O)c2ccco2)cc1 | -11% | 17% | 9% | 1% | 0.4% | -7% | 14% | . | 0% | -1% | ?
CN(C1CC(C)(C)N(O)C(C)(C)C1)S(=O)(=O)CC12CCC(CC1=O)C2(C)C (configuration not stated) | . | 1% | -28% | 2% | 0.0% | -1% | 0% | ? | -5% | 2% | 5%
CCOC(=O)c1ccc(NS(=O)(=O)c2ccc3[nH]c(=O)[nH]c3c2)cc1 | . | -18% | -3% | 3% | -0.1% | -1% | -6% | -2 | 23% | -12% | 4%
O=C(CN1C(=O)CCS(=O)(=O)c2ccccc21)Nc1cccc(F)c1 | -3% | -18% | -5% | . | . | -2% | . | -2 | . | -2% | .
CCCNCC(O)Cn1c2ccccc2n2c(=O)cc(C)c(C#N)c12 (configuration not stated) | -7% | 17% | -24% | 1% | 8.0% | -3% | -2% | -3 | -20% | 4% | 10%
O=C(NCC(O)c1ccc2ccccc2c1)c1c(F)cccc1F (configuration not stated) | -1% | 17% | 8% | 9% | -1.1% | -7% | -7% | 16 | 2% | 2% | -5%
O=C1CCCc2nc(N3CCc4ccccc43)ncc21 | . | -22% | 9% | 2% | -0.7% | -6% | 3.3µM* | 5 | -4% | 3% | ?
COC(=O)c1ccc(C2/C(=C(\O)c3cccc(OC)c3)C(=O)C(=O)N2CCCN(C)C)cc1 (configuration not stated) | 1% | -4% | 8% | 3% | -1.7% | -3% | 3% | -2 | -14% | 5% | 6%
CCO[C@@H]1OC(C(=O)NCc2ccccc2)=C[C@H](c2ccc(C(F)(F)F)cc2)[C@H]1CCCO | ? | -65% | -14% | -7% | -0.9% | ? | -8% | 14 | -23% | -9% | 3%
Cc1oc(-c2ccccc2F)nc1CSCC(=O)NC1CCCC1 | -3% | -3% | ? | 6% | 0.3% | -3% | -3% | 2 | 8% | 2% | 0%
O=C(Oc1cccnc1)c1ccco1 | 3% | 1% | -8% | 0% | -1.0% | -5% | 3% | 8 | 5% | 1% | 11%
COc1cc(C(=O)NC(CCSC)C(=O)OCC(=O)C(C)(C)C)cc(OC)c1OC (configuration not stated) | 12% | -11% | -20% | 0% | 0.4% | 1% | 1% | 1 | -6% | 9% | -1%
Cc1ccc(S(=O)(=O)N(C)C)cc1NC(=O)CN1C(=O)NC2(CCCc3ccccc32)C1=O (configuration not stated) | 5% | -26% | -12% | -1% | -0.4% | -4% | 0% | -3 | -4% | -2% | -1%
CCc1ccc(NC(=O)CSc2nc3ccccc3c(=O)n2CCCN2CCC(C)CC2)cc1 | 15% | -101%[inhibitor] | -31% | 2% | -0.2% | -1% | -13% | 13 | -18% | -10% | 13%
CC(=O)Nc1sc2c(c1C#N)CCCCC2 | -7% | 47% | -5% | -2% | 0.3% | -2% | 17% | 6 | -3% | -5% | 9%
O=C(O)c1ccc(N=N/C(=N\Nc2ccc(C(=O)O)cc2)c2ccccc2)cc1 | -16% | 98% | 2% | -15% | -0.9% | 5% | 12% | 6 | -7% | 40% | 29%

Random draw from the library; overall some 2.6% were active at least once.
